# RGS8-Gao: RGS8-Galphao binding modulators, primary screen, biochemical, multiplexed bead flow cytometry | 220,000 compounds, 0.34% hits | response (percent of control binding), % at 10 µM | AID 1423, 2008 | actives lie on both sides | Guanine nucleotide-binding protein G(o) subunit alpha (Homo sapiens), P09471; in the data active = response below about 60% or above about 140%; inactive = in between;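 also: Galphao activated as the GDP aluminium fluoride complex binding bead-coupled RGS8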
# Target sequence (P09471 whole entry, looked up): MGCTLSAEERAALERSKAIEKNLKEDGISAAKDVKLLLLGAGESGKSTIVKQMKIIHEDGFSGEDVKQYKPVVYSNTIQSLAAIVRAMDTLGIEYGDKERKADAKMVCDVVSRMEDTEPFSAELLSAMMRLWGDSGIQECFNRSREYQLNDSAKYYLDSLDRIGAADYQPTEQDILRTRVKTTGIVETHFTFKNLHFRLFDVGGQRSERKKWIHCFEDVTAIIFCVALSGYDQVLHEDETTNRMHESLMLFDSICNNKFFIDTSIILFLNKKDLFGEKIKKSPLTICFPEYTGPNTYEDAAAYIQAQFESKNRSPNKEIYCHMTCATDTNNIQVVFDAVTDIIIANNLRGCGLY
# RGS4-Gao reg: modulators of RGS4 binding to Galphao, primary screen, biochemical, multiplexed bead flow cytometry. binding response (% of control), % at 10 µM. actives lie on both sides. 220,000 compounds, 0.33% hits. Guanine nucleotide-binding protein G(o) subunit alpha (Homo sapiens), P09471; in the data active = binding response below about 49% or above about 150%; inactive = in between;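 also: fluorescent Galphao activated with aluminum fluoride binding bead-coupled RGS4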
# Avidin bead fluor: green autofluorescence of compounds with avidin beads – biophysical, 488/530 nm, flow cytometry, artefact control, profiling panel; compound fluorescence 488/530 nm; active compounds read high; fluorescence (KMESF) at 10 µM; 220,000 compounds, 0.38% hits; AID 1775, 2009; in the data active = fluorescence above about 47; also: inactives centre near 10
# RGS7-Gao: RGS7-Galphao binding modulators, primary screen, biochemical, multiplexed bead flow cytometry | Guanine nucleotide-binding protein G(o) subunit alpha (Homo sapiens), P09471 | actives lie on both sides | 220,000 compounds, 0.35% hits | binding response (% of control), % at 10 µM; in the data active = binding response below about 49% or above about 150%; inconclusive = no clear call, values can overlap the other calls; inactive = in between;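 also: fluorescent Galphao held in activated GDP-AlF4 state binding bead-coupled RGS7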
# Mcl1 Bid PPI: Mcl-1/Bid binding inhibitors, primary screen, biochemical, TR-FRET, 1536-well; Induced myeloid leukemia cell differentiation protein Mcl-1 (Homo sapiens), Q07820; TR-FRET Mcl-1/Bid-Dy647 peptide binding; inhibition, % at 21.7 µM; 220,000 compounds, 0.97% hits; AID 1021, 2008;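 active = compounds that cut the binding signal by more than half at the single screening dose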;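 also: His-tagged Mcl-1 with europium anti-His antibody binding Bid BH3 peptide; 0% = Mcl-1 plus peptide wells and 100% = peptide-only wells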
# ABCB1 block: ABCB1 efflux pump inhibitors, primary screen, cell-based, multiplex, flow cytometry, ABCG2 counter-screen. inhibition, % at 6.6 µM. ATP-dependent translocase ABCB1 (Homo sapiens), P08183. 190,000 compounds, 0.067% hits. CCRF-Adr cells, JC-1 efflux; in the data active = inhibition above about 40%;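 also: 0% = vehicle and 100% = reference inhibitor; higher value means more JC-1 retained so stronger ABCB1 efflux block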
# ABCG2 inh: ABCG2 efflux pump inhibitors, primary screen, multiplex with ABCB1, IgMXP3 cells, flow cytometry | Broad substrate specificity ATP-binding cassette transporter ABCG2 (Homo sapiens), Q9UNQ0 | JC-1 efflux | inhibition, % at 6.6 µM | 190,000 compounds, 0.1% hits;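 active = inhibition above 80%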;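 also: 0% = DMSO and 100% = nicardipine control wells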
# Target sequence (Q9UNQ0 whole entry, looked up): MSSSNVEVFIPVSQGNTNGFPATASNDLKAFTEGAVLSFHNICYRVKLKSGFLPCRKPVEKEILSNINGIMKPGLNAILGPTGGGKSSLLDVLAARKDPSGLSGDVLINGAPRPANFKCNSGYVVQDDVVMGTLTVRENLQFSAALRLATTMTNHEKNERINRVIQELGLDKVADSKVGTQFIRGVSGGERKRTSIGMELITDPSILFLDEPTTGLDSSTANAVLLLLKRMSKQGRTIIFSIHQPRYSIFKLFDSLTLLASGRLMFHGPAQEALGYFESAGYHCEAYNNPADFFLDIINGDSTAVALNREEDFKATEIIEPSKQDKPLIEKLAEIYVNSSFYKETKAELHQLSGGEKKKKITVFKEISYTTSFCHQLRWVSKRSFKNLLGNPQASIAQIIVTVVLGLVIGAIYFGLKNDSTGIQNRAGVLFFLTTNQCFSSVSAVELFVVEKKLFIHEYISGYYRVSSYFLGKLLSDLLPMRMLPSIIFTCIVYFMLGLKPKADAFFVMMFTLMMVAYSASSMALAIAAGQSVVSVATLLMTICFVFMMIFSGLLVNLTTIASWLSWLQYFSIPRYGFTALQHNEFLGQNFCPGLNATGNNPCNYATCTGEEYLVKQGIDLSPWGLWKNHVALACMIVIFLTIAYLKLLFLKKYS
#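 System: two drug-resistant human cell lines, ABCG2 and ABCB1; controls: nicardipine high and DMSO low controls; times: 10 min exposure at 25 °C with rotation, no wash; detection: flow cytometry of retained JC-1 fluorescence; read-out basis: percent efflux inhibition, scaled nicardipine 100% to DMSO 0%; doses: one concentration, 6.6 µM final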
# Mcl-1 Bim block: inhibitors of Bim peptide binding to Mcl-1, primary screen, biochemical, bead-based flow cytometry, multiplex; Induced myeloid leukemia cell differentiation protein Mcl-1 (Homo sapiens), Q07820; inhibition, % at 10 µM; 190,000 compounds, 0.1% hits; Bim peptide-Mcl-1 binding; in the data active = inhibition above about 40%;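 also: 0% = no compound tracer wells and 100% = peptide blocker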
# Mcl1 Noxa PPI: Mcl-1/Noxa binding inhibitors, primary screen, biochemical, TR-FRET, 1536-well | Induced myeloid leukemia cell differentiation protein Mcl-1 (Homo sapiens), Q07820 | TR-FRET Mcl-1/Noxa peptide binding, 2 h | inhibition, % at 21.7 µM | 220,000 compounds, 1.5% hits;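 active = compounds that cut the protein-peptide binding signal by more than 50% relative to plate controls in a single-dose test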;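 also: His-tagged Mcl-1 with rhodamine Noxa BH3 peptide and terbium anti-His antibody; 0% = Mcl-1 plus Noxa peptide wells and 100% = peptide-only wells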
# GSH bead fluor: compound fluorescence on glutathione beads, profiling panel, artefact control, biophysical, 488/530 nm, flow cytometry; GSH beads flow cytometry, compound fluorescence 488/530 nm; active compounds read high; fluorescence (KMESF) at 10 µM; 190,000 compounds, 0.25% hits; AID 1776, 2009; in the data active = fluorescence above about 89;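 also: glutathione beads carrying GST-tagged Bcl family fusion proteins plus one bare bead set; values are compound well signal with DMSO vehicle wells as background; inactives centre near 16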
# Pf gamet viab: late stage P. falciparum gametocyte viability inhibitors, primary screen, ATP luminescence, HTS; AID 743093, 2013; inhibition, % at 10.9 µM; 150,000 compounds, 0.065% hits; P. falciparum stage V gametocytes, 24 h;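 active = inhibition above the mean plus 3 SD of compounds within the control limits, set per campaign, cut at about 38% in these data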;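 also: 0% = DMSO wells and 100% = medium only without gametocytes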
# Starred values were filed as active, the others as inactive; ? = inconclusive; . = not tested or not shown.
SMILES,RGS8-Gao,RGS4-Gao reg,Avidin bead fluor,RGS7-Gao,Mcl1 Bid PPI,ABCB1 block,ABCG2 inh,Mcl-1 Bim block,Mcl1 Noxa PPI,GSH bead fluor,Pf gamet viab
CCOc1ccccc1NC(=O)NC(=O)N(C)S(C)(=O)=O,96,96,6,94,-30,0.8,10,-28,0,14,-5
CCOc1ccc(CSCCNC(=S)Nc2ccc(OC)cc2)cc1,101,101,4,?,-141,.,.,.,-10,.,-24
O=S(=O)(Nc1ccc(-c2nc3cccnc3s2)cc1)c1ccc(Cl)s1,100,99,7,101,11,-0.3,0,2,28,25,.
Cn1cc(S(=O)(=O)N2CCC3(CC2)OCCO3)c(=O)n(C)c1=O,103,109,8,110,-4,-0.1,-1,0,-12,17,.
CC(C)C(c1nnnn1Cc1ccc(F)cc1)N1CCN(C2CCCCC2)CC1 (centres undefined),100,99,14,101,-10,0.4,1,-2,18,22,-3
CCOc1ccc(C(=O)NC2CCN(C(=O)NCc3ccccc3)CC2)cc1,102,98,7,100,45,-0.1,0,0,-4,25,.
CC(=O)Oc1ccc(N(C(C)=O)S(=O)(=O)c2cc([N+](=O)[O-])ccc2C)cc1,106,106,30,114,-21,.,2,0,28,7,-16
N#Cc1c(/N=C\c2ccc(O)c([N+](=O)[O-])c2)sc2c1CCCC2,93,94,22,89,-20,0.3,2,0,13,15,-6
C/C(=N\NC(=O)c1cccc(C)c1)c1ccc(N2CCOCC2)cc1,111,111,9,108,-8,-0.2,0,0,-7,46,14
O=c1c2cccc3c2c(nn1-c1ccccc1)-c1ccccc1-3,104,103,16,102,33,0.5,2,-1,-5,13,.
Cc1cccc(Nc2nnc(SCC(=O)NC3CCCc4ccccc43)s2)c1C (centres undefined),101,97,12,99,1,2.8,12,-4,16,10,-1
COCCn1c(=NC(=O)/C=C/c2ccccc2)sc2cc(NC(C)=O)ccc21,101,98,10,102,43,-1.1,-15,-8,30,11,-7
Cc1ccc(SC[C@H](c2ccccc2)N2CCN(CCc3ccccc3)CCC2=O)cc1,105,107,10,?,-69,.,.,.,1,.,-3
O=C(CC(NS(=O)(=O)c1ccc(Cl)cc1)c1ccco1)NCc1cccnc1 (centres undefined),102,101,27,102,-8,1.2,18,-5,7,23,2
O=C(c1cccc(S(=O)(=O)N2CCOCC2)c1)N(CCO)Cc1ccccc1,103,102,36,101,-19,0.6,1,-4,-13,13,.
Cc1cccc(NS(=O)(=O)c2cc(C(=O)OCC(=O)Nc3cc(C)on3)ccc2C)c1,98,102,15,103,-39,0.7,3,0,18,16,-2
COc1ccc(C(C)(C)C)cc1NC(=O)COC(=O)c1cnc(C)cn1,97,86,11,93,-3,-0.3,-1,0,2,20,2
Cc1cc(N2C(=O)C3C4C=CC(C4)C3C2=O)ccc1NC(=O)c1cccs1 (centres undefined),95,94,3,95,-33,0.2,-1,-4,7,4,.
Cn1c(SCc2ccccc2[N+](=O)[O-])nnc1-c1cccnc1,91,93,7,91,-20,0.6,1,-2,4,18,2
O=C(NCC1CCCO1)c1csc2c1CCCCC2 (centres undefined),75,70,6,67,-15,0.2,1,-1,3,19,.
COc1cc(CNCc2ccc(OC)c(OC)c2OC)cc(OC)c1,102,98,4,99,24,0.1,3,1,36,24,.
O=C(NC(=S)NCCCN1CCOCC1)c1ccc([N+](=O)[O-])cc1,101,98,4,103,-58,1.5,3,-3,12,9,.
CCCOC(=O)c1ccc(Oc2c(-c3ccc(OCC)cc3O)n[nH]c2C)cc1,95,97,12,98,21,1.2,4,-4,4,33,.
CC1(C)CC(=O)c2sc(NS(=O)(=O)Cc3ccccc3)nc2C1,106,101,22,108,11,0.4,2,-4,21,21,.
CCNc1nc(-c2ccc(OC(F)F)cc2)c(C)s1,105,114,8,113,-23,-0.2,1,0,6,13,-1
COc1ccc(C)cc1NC(=O)CN1CCN(S(=O)(=O)c2ccc(Br)cc2)CC1,101,100,14,98,-27,9.4,19,-8,13,31,-25
Cc1cc(NC(=O)c2cc(F)c(F)cc2Cl)no1,98,97,3,99,-8,0.0,-1,-22,10,18,1
O=C(NCCCN1CCOCC1)c1cc2ccccc2o1,100,99,9,94,-5,0.3,1,-1,-15,11,.
CCn1c(O)c(/C=N/N=C2CCCCC2)c2cc(C3=NNC(=O)CC3)ccc21,102,104,6,?,-58,.,.,.,20,.,-9
O=[N+]([O-])c1ccc(Sc2ncccn2)c([N+](=O)[O-])c1,101,103,7,?,-27,.,.,.,-13,.,-27
Cc1onc(-c2ccccc2Cl)c1C(=O)Nc1c(C)n(C)n(-c2ccccc2)c1=O,99,95,16,93,-34,0.6,0,1,-5,14,.
CCCCCC(=O)NC(Cc1ccc(OC)c([N+](=O)[O-])c1)C(=O)O (centres undefined),103,105,9,102,-7,-1.1,1,0,3,12,-9
CCOc1cccc(NC(=O)c2cnccc2C(F)(F)F)c1,100,97,6,?,-23,.,.,.,0,.,-9
CN1CCN(NC(=O)c2cc(-c3cccc(Cl)c3)nc3ccccc23)CC1,98,92,12,90,-2,0.0,5,-4,11,9,-1
O=[N+]([O-])c1cc(-c2ccc(C(=S)N3CCOCC3)o2)ccc1Cl,93,99,6,97,-2,-1.1,-3,-1,39,12,.
CC(=O)c1ccc(NC(=O)c2noc(C(C)C)c2[N+](=O)[O-])cc1,92,93,6,88,-24,0.9,7,-1,32,18,3
CCOC(=O)c1cnc(-c2ccccc2)nc1Oc1cccc(Cl)c1,98,97,11,99,-22,0.2,49,-3,0,35,15
O=C(CSc1nnc(-c2cccs2)n1Cc1ccccc1)N1CCc2ccccc2C1,97,99,20,102,-52,22,64,-3,13,32,16
COc1ccc(-c2cc(C(F)(F)F)nc(SCCC(=O)Nc3cc(C)on3)n2)cc1,99,99,13,98,-27,0.7,13,-2,1,29,.
O=C(NCc1ccccc1)C12CN(Cc3ccccc3)CC1C(c1cccc([N+](=O)[O-])c1)=NO2 (centres undefined),98,100,5,96,-16,2.5,3,5,3,25,.
O=S(=O)(NC1CC1)c1ccc(S(=O)(=O)N(Cc2ccccn2)C2CC2)cc1,100,100,9,?,7,.,.,.,5,.,2
Cc1ccc(C2NC(=S)NC3=C2C(=O)CC(C)(C)C3)cc1 (centres undefined),101,98,13,99,-31,0.2,3,-4,24,13,.
CCC(=O)Nc1ccc2c(c1)ncn2-c1ccccc1C,94,98,5,93,12,0.1,4,2,-3,21,3
Cc1ccc(CNC(=O)C2c3ccccc3C(=O)N3CCc4ccccc4C23)o1 (centres undefined),93,96,11,97,-18,1.0,2,-7,23,26,.
CCn1c2ccccc2c2cc(NC(=O)c3cc(C)on3)ccc21,102,101,5,96,-39,0.1,1,4,23,10,2
COC(=O)c1ccc(N2C(=O)C3CC=CC(C)C3C2=O)cc1 (centres undefined),106,109,9,109,-28,0.6,11,-1,-3,13,.
O=C(NCc1ccccc1)c1nc(-c2cccs2)no1,98,88,9,102,-7,1.3,8,1,19,13,.
NC(=O)[C@H](Cc1cc2ccccc2s1)NC(=O)[C@@H]1CC2(CC(c3cccc(NC(=O)[C@@H]4CCC(=O)N4)c3)=NO2)CN1C(=O)c1ccccc1 (some centres undefined),104,101,12,103,9,0.1,0,0,12,18,.
Cn1nc(C(F)(F)F)c(C#N)c1N1CCN(c2ccccn2)CC1,102,101,11,?,-25,0.0,-1,-2,6,13,.
O=C(COC(=O)Cc1ccc(S(=O)(=O)N2CCCCC2)s1)Nc1ccc2c(c1)OCO2,100,91,10,95,-24,0.5,2,-3,5,26,.
# The results go on:
SMILES,RGS8-Gao,RGS4-Gao reg,Avidin bead fluor,RGS7-Gao,Mcl1 Bid PPI,ABCB1 block,ABCG2 inh,Mcl-1 Bim block,Mcl1 Noxa PPI,GSH bead fluor,Pf gamet viab
CC(C)CN1C(=O)c2ccc(C(=O)Nc3ccccn3)cc2C1=O,108,107,7,107,1,0.6,10,-1,13,59,-7
O=C(CCN1C(=O)c2ccccc2C1=O)Nc1ccncc1,103,106,14,106,-6,0.7,3,-4,-2,7,-26
COC(=O)Cc1[nH]n(-c2nc3ccccc3s2)c(=O)c1C(C)=Nc1ccc(C)cc1,103,101,7,105,44,0.6,3,-1,-55,13,.
COc1ccc(N2CCN(C(=O)CNC(=O)c3cn(-c4ccccc4OC)c(=O)c4ccccc34)CC2)cc1,103,102,7,107,-13,0.2,1,-39,19,13,-21
Cc1ccc(C)c(N(C(=O)CS(=O)CC(=O)Nc2ccc3c(c2)OCO3)C(C)C(=O)NC2CCCC2)c1 (centres undefined),98,97,6,98,-14,-0.4,0,-1,10,17,.
CS(=O)(=O)N1CCC(C(=O)Nc2cccc(Cl)c2)CC1,105,100,14,105,-8,0.1,1,0,0,14,0
CC(C)C[C@H](NC(=O)NCc1ccc(F)cc1)C(=O)O,101,101,6,?,-16,.,.,.,2,.,-6
CCCOC(=O)C1=C(C)NC2=C(C(=O)CC(C)(C)C2)C1c1ccc(N(C)C)cc1 (centres undefined),100,102,12,101,-22,3.4,37,-2,39,31,2
CC(=O)NC(CSC(CC(=O)c1ccco1)c1ccc(C)cc1)C(=O)O (centres undefined),103,103,13,?,-25,1.3,9,0,-10,12,10
O=C(COC(=O)c1cc(NS(=O)(=O)c2cccs2)ccc1O)Nc1ccccc1,102,101,9,?,-20,.,.,.,26,.,-8
COc1ccccc1-c1nnc2sc(-c3cnccn3)nn12,95,93,16,88,-16,0.8,42,-5,42,18,18
Cc1ccc(-c2nnc(-c3ccccc3)o2)cc1,102,100,6,101,-5,1.1,12,0,6,27,.
Cc1cc(C)c(NC(=O)CCCN2CCOCC2)c(C)c1,99,99,11,96,-10,0.4,2,-2,-7,16,.
Cc1cnc(C(=O)OCC(=O)N2c3ccccc3CC2C)cn1 (centres undefined),102,102,10,106,0,0.7,3,-2,4,17,-8
Cc1cc(-c2ccccc2)nc(SC(C(=O)O)c2ccccc2)n1 (centres undefined),98,93,12,?,0,0.5,3,3,12,12,.

# Bioassay records (PubChem)
